# Assay outcomes from PubChem.
# FN deposit inh: inhibitors of fibronectin matrix deposition, primary screen, AH1F cells, Alexa488-fibronectin fluorescence, plate reader. AH1F fibroblasts, overnight. AID 743247, 2014. inhibition, % at 12.6 µM. 350,000 tested, 0.086% active;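 active = mean inhibition across replicates of 30% or more, regardless of how many single replicates reach that level; inconclusive = mean under 30% yet at least half of replicates reach 30%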;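 also: positive control wells lacked labelled fibronectin entirely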
#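 test system = AH1F fibroblasts assembling fluorescent fibronectin matrix | quantity = 10000 AH1F cells per well | buffer or medium = DMEM plus 2% serum, read in PBS | doses = single dose, pinned | incubation = 1 h cell attachment, overnight exposure to compound and label | detection = fluorescence at 485 nm excitation, 525 nm emission | read-out basis = inhibition from reduced deposited-fibronectin fluorescence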
# LGR2 antag: inhibitors of bursicon-induced LGR2 CRE-luciferase signal, primary screen, cell-based, HEK293, CRE-luciferase reporter, bursicon stimulation; Drosophila bursicon receptor LGR2 (rickets); bursicon-stimulated, 4 h; inhibition, % at 9.99 µM; 380,000 tested, 0.35% active; AID 720647, 2013;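 active = drop in luminescence signal, shown as inhibition above about 50% in the replicate tests, limit read from the data, passing the limit was not always enough; inconclusive = probably only some replicates passing the limit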;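 also: agonist challenge used bursicon conditioned medium at about half maximal strength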
# An asterisk follows results filed as active; ? = inconclusive; & = joins results of further samples. These rows are one share of the data; count on the stated rates, not on these rows.
smiles	LGR2 antag	FN deposit inh
C[C@@H]1CCn2cc(nn2)COC[C@@H](c2ccccc2)NC1=O	9	-12
Cc1ccc(-n2c(SCC(=O)N/N=C/C=C/c3ccccc3[N+](=O)[O-])nc3ccccc3c2=O)cc1	18	6
CC(C)C(=O)NC(=S)N1CCc2ccccc21	-11	-4
CC1C/C(=N\NC(=O)CCc2ccc(S(=O)(=O)N3CCOCC3)cc2)CC(C)(C)C1 (centres undefined)	20	3
O=C1S/C(=C\c2ccccn2)C(=O)N1Cc1ccccc1F	43	0
O=S1(=O)N=C(N(CCO)/N=C/C=C/c2ccccc2)c2ccccc21	7	7
COc1ccc(CC(=O)Nc2ccc(C(=O)NC(C)(C)C)cc2)cc1	-14	-1
CC(=O)NC(Cc1ccccc1)C(=O)OCC(=O)c1ccc(Cl)cc1 (centres undefined)	2	1
CC(C)c1ccc(C2=C(O)c3ccccc3C(=O)C2=O)cc1	-1	-4
COC(=O)[C@H]1[C@H](C(=O)OC)[C@@H](C(=O)OC)N(c2ccc(OC)cc2)[C@@H]1C(=O)OC	12	-3
C=CCNC(=S)N/N=C(\C)c1cccc(OC)c1	30	-8
Cc1ccc(NC2=C([N+](=O)[O-])CS(=O)(=O)C2)cc1	-9	3
CC(=O)N1CCN(c2ccc(NC(=S)NC(=O)c3ccccc3)cc2)CC1	3	-5
O=C(N/N=C/c1cccs1)C(=O)Nc1cccc(Cl)c1	-6	-5
CCCn1nc([N+](=O)[O-])c(C(C#N)c2nc3ccccc3o2)c(Cl)c1=O (centres undefined)	17	3
COc1ccc(C(=O)Nc2c(Cl)cc(Cl)cc2C(=O)N2CCC(C)CC2)cc1	-1	-3
COC(=O)C1=C(NC(C)=O)CCS1	-4	1
CCn1c(/C(C#N)=N/O)nc2ccccc21	-13	4
CC1Oc2ccccc2C=C1/C=N/NC(=O)c1ccccc1 (centres undefined)	-35	-1
Cc1ccc(NC(=O)COC(=O)C(CC(C)C)N2C(=O)C3CC=CCC3C2=O)c(C)c1 (centres undefined)	-7	-1
Nc1nccnc1C(=O)OCC(=O)Nc1cccc(S(=O)(=O)N2CCCCC2)c1	-3	1
O=C(CSc1ccccc1[N+](=O)[O-])NC1CCS(=O)(=O)C1 (centres undefined)	-1	-3
CCOc1ccc(/C=C/C(=O)c2ccccc2)cc1OC	-72	1
O=C(O)COc1ccc(/C=N/n2cnc3scc(-c4cccs4)c3c2=O)cc1	12	8
[S-]C(=Nc1ccc(Cl)cc1)N[n+]1ccccc1	8	-2
NNC(=S)NCc1cccnc1	13	0
CC(=O)N1Cc2ccccc2C(C)CC12CCCC2 (centres undefined)	14	3
CCc1ccc2c(c1)/C(=N/N(C)C(=S)NC)C(=O)N2	-6	5
COc1cc([N+](=O)[O-])cc2cc(C(=O)NC(C)(C)C)c(=O)oc12	8	0
CCS(=O)(=O)N1CCCC(C(=O)NCCc2ccc(C)cc2)C1 (centres undefined)	-13	-4

# The closing 2 entries of the part before lead into the next:
smiles	LGR2 antag	FN deposit inh
COc1cc([N+](=O)[O-])cc2cc(C(=O)NC(C)(C)C)c(=O)oc12	8	0
CCS(=O)(=O)N1CCCC(C(=O)NCCc2ccc(C)cc2)C1 (centres undefined)	-13	-4
COC(=O)C1C(=O)C2=C(CC1C)NC(C)=C(C(=O)OC(C)C)C2c1ccc(C)o1 (centres undefined)	-15	-1
CCc1ccc2c(c1)[C@H]1OCC[C@H]1[C@@H](c1cccs1)N2	12	2
C=CCc1cc(Cl)ccc1OCCCNC(C)CC (centres undefined)	-1	-6
CC(=O)c1c(C)[nH]c(C(=O)COC(=O)c2cccc(S(=O)(=O)N(C)c3ccccc3)c2)c1C	?	9
Cc1ccc(Oc2nc3ccccn3c(=O)c2/C=C(\C#N)C(=O)Nc2c(C)n(C)n(-c3ccccc3)c2=O)cc1	-5	1
c1ccc(CSc2ccc(-c3ccc4c(c3)OCO4)nn2)cc1	-92	0
COc1ccccc1CC(=O)Nc1cc(Cl)ccc1O	6	5
Cc1c(NC(=O)c2cccs2)cccc1-c1nc2ccccc2s1	-38	2
COc1ccc(-c2c(C#N)c(N)nc3sc(C(=O)c4ccccc4)c(N)c23)cc1	-13	4
O=C(CCSCCC(=O)NCc1ccccc1)NCc1ccccc1	-11	3
CCOC(=O)Cn1c(S(=O)(=O)Cc2cccc(F)c2)nc(-c2ccccc2)c1-c1ccccc1	37	10
CC(C)CC(C(=O)OCC(=O)c1c(N)n(C)c(=O)n(C)c1=O)N1C(=O)c2ccccc2C1=O (centres undefined)	1	-10
COc1ccc(/C=C/c2nnc(NC(=O)CSc3ccc(Cl)cc3)s2)cc1	-1	2
COc1ccc(NC(=O)CN2CCC(Cc3ccccc3)CC2)cc1S(=O)(=O)N1CCOCC1	-16	-4
COc1ccc(/C=N/N=C/c2c[nH]c(=O)c(C#N)c2Nc2ccccc2)cc1	-12	4
COc1ccc(/C=C2\SC(=O)N(CCNC(=O)C3CC(=O)N(c4ccccc4)C3)C2=O)cc1 (centres undefined)	0	-5
CC(=O)Nc1ccc(NC(=O)C(C)c2cccc(C(=O)c3ccccc3)c2)cc1 (centres undefined)	25	4
O=C(O)CSc1nc2c(cnn2-c2ccccc2)c(=O)n1-c1ccc(Br)cc1	4	-6
C1=CC2CCC1ON2c1ccccc1 (centres undefined)	5	-8
O=C(Nc1ccccc1Oc1ccccc1)c1ccccc1F	18	7
Cc1nn(-c2ccccc2)c2c1C(c1ccc(F)cc1)C(C#N)=C(N)O2 (centres undefined)	10	10
COc1ccccc1OCCCOc1c(C)cc(C)cc1Br	-20	-7
Fc1ccc2nc(Nc3nc4cc5c(cc4s3)OCO5)sc2c1	-27	-6
COC(=O)c1c(NC(=O)COC(=O)CNC(=O)c2ccco2)sc(C)c1C	6	-6
O=S(=O)(Nc1ccc(O)c(Sc2nc3ccccc3s2)c1)c1cccc2ccccc12	0	0
COc1cc(NC(=O)CN2C(=O)C(c3ccccc3)=NC23CCCCCC3)cc(OC)c1	-5	-4
CCOc1ccc(C(=S)NC2CCCCC2)cc1	30	-4
CC(C)(C)NC(=O)C(c1ccco1)N(C(=O)Cn1nnc(-c2ccc(F)cc2)n1)c1ccccc1 (centres undefined)	-4	0
CCn1c2ccccc2c2nnc(SCC(=O)N(C)C3CCS(=O)(=O)C3)nc21 (centres undefined)	14	-3
Cc1ccc(C)c(OCC(=O)Nc2ccc(S(=O)(=O)Nc3ccccn3)cc2)c1C	23	-1

# Among those listed so far, 3 contain a tert-butyl group.
smiles	LGR2 antag	FN deposit inh
COc1ccc(CC(=O)Nc2ccc(C(=O)NC(C)(C)C)cc2)cc1	-14	-1
COc1cc([N+](=O)[O-])cc2cc(C(=O)NC(C)(C)C)c(=O)oc12	8	0
CC(C)(C)NC(=O)C(c1ccco1)N(C(=O)Cn1nnc(-c2ccc(F)cc2)n1)c1ccccc1 (centres undefined)	-4	0

# Carrying on.
smiles	LGR2 antag	FN deposit inh
O=C1C(=O)N(O)C2CCCCC2N1O (centres undefined)	3	-1
CC(C)c1nc2ccccc2c2nnc(SCC(=O)NCc3ccco3)n12	-21	-9
Cc1ccc(S(=O)(=O)N2CCC(C(=O)N[C@@H](C)C(=O)NCc3ccco3)CC2)cc1	2	-5
COc1ccccc1C(CC(=O)Nc1ccc(Cl)cc1)c1ccc(OC(C)C)cc1 (centres undefined)	26	-4
Cc1ccc(OCC(=O)N/N=C/c2c[nH]c3ccccc23)c([N+](=O)[O-])c1	0	3
Cc1c(N/N=C(\C#N)C(=O)c2ccc(Cl)cc2)c(=O)n(-c2ccccc2)n1C	12	15
Cc1cc(C)n(CC(=O)N/N=C/c2cccc([N+](=O)[O-])c2)n1	-4	0
O=C(Cc1ccccc1)NCC(=O)OCC(=O)c1ccc(Cl)c([N+](=O)[O-])c1	-11	0
Cc1cccc(NC(=S)NCCN2CCOCC2)c1C	36	2
COCCn1c(C)cc(C(=O)COC(=O)c2ccc3c(c2)NC(=O)CS3)c1C	-14	5
O=C(Nc1cc(Sc2nc3ccccc3s2)cc([N+](=O)[O-])c1)c1cccc(F)c1F	-3	-4
Cc1ccc(C(=O)c2cc([N+](=O)[O-])ccc2N2CCCCC2)cc1C	-10	-7
COC(=O)CCC(=O)Nc1cc(S(=O)(=O)Nc2ccc(Cl)cc2)ccc1N1CCOCC1	-21	0
CC[n+]1c(/C=C(\C)Nc2ccccc2)sc2ccccc21	1	3
COc1ccccc1CN1[C@@H]2CNC[C@H]1C2c1ccc(-c2cccc(C#N)c2)cc1 (some centres undefined)	-4&-7	1&-10
Brc1ccc(-c2csc(-c3ccncc3)n2)cc1	-24	9
C#CCn1c(=NC(=O)CN2C(=O)CCC2=O)sc2cc(S(N)(=O)=O)ccc21	-13	-5
COCC(C)NC(=O)CCc1nnc(C2(c3ccc(Cl)cc3)CCC2)o1 (centres undefined)	-15	-7
CCOc1ccc(-c2cc(C(=O)NN3CCN(C)CC3)c3cc(Cl)ccc3n2)cc1	-11	2
CC(=O)Oc1ccc(C(=O)[C@H]2[C@H]3C(=O)N(c4cccc5ccccc45)C(=O)[C@H]3[C@@H]3C=CC=NN32)cc1	4	1
S=C(NC1CCCCC1)N(CCc1ccccc1)CCc1ccccc1	-11	5
CCc1cccc(CC)c1NC(=O)COC(=O)c1ccc2c(c1)S(=O)(=O)c1ccccc1C2=O	48	6
CN(C(=O)n1cnc2ccccc21)c1ccccc1	0	1
Cc1cc(C(F)(F)F)nn1CC(=O)NNC(=S)Nc1ccc(Cl)cc1	20	-3
O=C(NN=C1CCCCC1)c1cc(-c2ccccc2)n[nH]1	13	-9
Cn1c(NC(=O)/C=C/c2ccccc2)cc(=O)n(C)c1=O	-35	1
COc1cc([N+](=O)[O-])ccc1NC(=S)Nc1cc(C(=O)OC(C)C)cc(C(=O)OC(C)C)c1	-2	0
COc1ccc(C)cc1N(C(=O)COc1ccccc1)c1nc2ccccc2s1	17	-11
Cc1ccc(-c2csc(NC(=O)CCCc3cccs3)n2)cc1	-14	-3
CCOc1cccc(C2NC(=S)NC(C)=C2C(=O)Nc2ccccc2)c1 (centres undefined)	-13	7

# A second format for 2 compounds above.
# Order of results: LGR2 antag, FN deposit inh
Cc1cccc(NC(=S)NCCN2CCOCC2)c1C
 : 36, 2
COCCn1c(C)cc(C(=O)COC(=O)c2ccc3c(c2)NC(=O)CS3)c1C
 : -14, 5

# Further results:
smiles	LGR2 antag	FN deposit inh
Cc1cccc(C)c1Nc1nnc(SCC(=O)Nc2ncc(C(F)(F)F)cc2Cl)s1	6	-11
C/C(=N\NC(=O)C(c1ccncc1)N1CCOCC1)c1ccc(Br)cc1 (centres undefined)	14	-1
CCCCC(=O)N/N=C(\C)c1cccc(NC(=O)C2CC2)c1	-4	-3
COc1cc(/C=C/c2nc(-c3ccccc3O)n[nH]2)cc(OC)c1OC	-12	3
O=C(c1cc2ccccc2[nH]1)N1CCOCC1	-33	9
COc1ccc(N(C(=O)c2ccccc2C)S(=O)(=O)c2cccs2)cc1	-4	12
Cc1c(C)c2ccc(OS(C)(=O)=O)c(C)c2oc1=O	0	0
COc1ccccc1N1CCN(C2CCN(C(=O)COc3cccc(C)c3)CC2)CC1	10	8
CCNC(=O)C(=O)NCC1OCCCN1S(=O)(=O)c1cccs1 (centres undefined)	3	-3
Cc1ccc2c(c1)/C(=N/N1C(=O)c3ccccc3C1=O)C(=O)N2	-27	-6
C/C(=N\Nc1nc2ccccc2[nH]1)c1cc2ccccc2o1	-46	5
CCN(c1ccccc1)S(=O)(=O)c1cc(C(=O)Oc2ccc3c(C)cc(=O)oc3c2)ccc1C	-12	-6
CCOc1ccccc1NC(=S)N(Cc1cc2ccc(C)cc2[nH]c1=O)CC1CCCN1CC (centres undefined)	-10	-7
CCOC(=O)[C@@H]1C(c2c(OC)cc(OC)cc2OC)=NO[C@@H]1C(=O)OCC	-2	2
Cc1c(NC(=O)/C(C#N)=C/c2ccc(-c3ccccc3Cl)o2)c(=O)n(-c2ccccc2)n1C	4	0
O=C(/C=C\c1ccc2c(c1)OCO2)NC1(C(=O)Nc2ccc3c(c2)OCCO3)CCCCC1	7	-1
CCCNC(=S)N1CCN(CC)CC1	0	-3
Cc1cs/c(=N\N=C\c2ccccc2)n1Cc1ccco1	-10	1
Cc1cc(S(=O)(=O)NCC(C)C)ccc1OCC(=O)NCC1CCCO1 (centres undefined)	1	6
CC(=O)Nc1ccc(/C=N/OCC(=O)Nc2ccc(C)cc2)cc1	-35	-2
COc1ccc(/C=C/C(=O)O)cc1COc1ccccc1C	8	-2
CCOC(=O)c1cc(-c2ccc(C)cc2)nc2nc(SC)[nH]c(=O)c12	18	-5
Cc1[nH]c2ccc(F)cc2c1CCNC(=O)C1CCCCC1C(=O)OCC(F)(F)F (centres undefined)	-8	2
N#Cc1ccc(N2Cc3ccccc3/C2=N/C(=O)Nc2ccc(Cl)cc2)cc1	1	-2
